Compound activity (PubChem)
esBAF inh = Bmi1 luciferase reporter increase in mESCs, primary screen, esBAF inhibitor project, mouse ES cells, Bmi1 luciferase knock-in, single point; 24 h; 100% = twice the neutral-well signal; reporter increase, % at 12.5 µM; 350,000 compounds, 2% hits; in the data active = activation above about 40%; inconclusive = no clear call, values can overlap the other calls;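 note: 0% = median of the plate's neutral control wells and 100% = double that signal; a rise in the Bmi1 reporter signal indicates esBAF inhibition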
RAD52 inh = RAD52 DNA annealing inhibitors, primary screen, biochemical, FRET, single point, set 2. DNA repair protein RAD52 homolog (Homo sapiens), P43351. recombinant RAD52 DNA annealing, FRET fluorescence. inhibition, % at 18.7 µM. 360,000 compounds, 0.46% hits. AID 651710, 2012;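 active = every replicate showing at least 50% inhibition; inconclusive = mean inhibition at least 50% but not in every replicate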
Target sequence (P43351 whole entry, looked up): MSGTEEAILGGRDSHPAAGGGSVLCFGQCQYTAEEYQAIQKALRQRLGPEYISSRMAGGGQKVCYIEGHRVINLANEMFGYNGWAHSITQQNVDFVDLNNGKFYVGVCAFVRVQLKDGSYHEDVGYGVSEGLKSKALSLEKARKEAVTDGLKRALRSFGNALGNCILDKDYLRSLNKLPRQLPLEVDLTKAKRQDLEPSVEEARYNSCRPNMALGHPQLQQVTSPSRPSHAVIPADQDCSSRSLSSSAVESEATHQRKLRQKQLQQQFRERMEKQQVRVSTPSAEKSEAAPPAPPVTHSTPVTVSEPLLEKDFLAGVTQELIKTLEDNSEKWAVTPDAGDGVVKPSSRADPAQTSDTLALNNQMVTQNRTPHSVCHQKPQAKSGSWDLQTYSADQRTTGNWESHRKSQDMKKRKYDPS
ERp5 inh = inhibitors of ERp5-driven insulin aggregation, primary screen, biochemical, turbidity, absorbance 650 nm, single point; 350,000 compounds, 0.05% hits; Protein disulfide-isomerase A6 (Homo sapiens), Q15084; inhibition, % at 9.99 µM; 90 min;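 active = mean replicate inhibition above about 25%, with every replicate also reaching it, limit read from the data, passing the limit was not always enough; inconclusive = only one of those two criteria met; inactive = neither criterion met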
Target sequence (Q15084 whole entry, looked up): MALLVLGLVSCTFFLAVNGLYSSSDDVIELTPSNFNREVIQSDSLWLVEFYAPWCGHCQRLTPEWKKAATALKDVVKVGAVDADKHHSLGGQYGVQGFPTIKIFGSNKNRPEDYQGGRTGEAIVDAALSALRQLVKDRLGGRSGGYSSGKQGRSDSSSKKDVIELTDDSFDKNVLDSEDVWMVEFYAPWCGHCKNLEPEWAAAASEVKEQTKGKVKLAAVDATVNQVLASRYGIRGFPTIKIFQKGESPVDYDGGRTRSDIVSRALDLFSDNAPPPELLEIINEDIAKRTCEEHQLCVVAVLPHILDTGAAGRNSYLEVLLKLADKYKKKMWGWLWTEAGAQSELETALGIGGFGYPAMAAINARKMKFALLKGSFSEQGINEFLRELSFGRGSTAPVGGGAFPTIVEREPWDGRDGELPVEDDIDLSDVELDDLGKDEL
RAD54 branch = inhibitors of human RAD54 branch migration, primary screen, biochemical, fluorescence, single point; DNA repair and recombination protein RAD54-like (Homo sapiens), Q92698; RAD54 Holliday junction branch migration, FAM/BHQ fluorescence; inhibition, % at 10.4 µM; 360,000 compounds, 0.14% hits;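 active = mean normalized replicate activity at least 40 and at least half of replicates scoring 40 or more; inconclusive = only one of the two criteria met; inactive = mean below 40 and under half of replicates reaching 40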;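 note: 0% = median of neutral control wells and 100% = median of positive control wells; inhibitors cause a drop in the FAM fluorescence signal; in these data hits start at about 50%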
E-selectin induc = E-selectin induction in HUVECs, primary screen, imaging, HUVEC, immunofluorescence imaging, single point | AID 686992, 2013 | 260,000 compounds, 0.37% hits | normalized: neutral wells 0, TNF-alpha wells 100 | activation, % at 7.58 µM | P16581;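 active = mean E-selectin-positive cell signal at least 10% of the positive control, reached in at least 60% of replicates, without over 20% cell loss; inconclusive = no rule given, readout overlaps actives, possibly toxicity-flagged; inactive = the rest, including those meeting only one limit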;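 note: in these data hits start at about 27%; measured in HUVEC primary endothelial cells; signal is the percent of cells scored E-selectin positive by PE staining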
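Read-out basis: % PE-positive cells; Test system: HUVEC primary endothelial cells; Technique: immunofluorescence imaging; Dosing: single-point compound dose.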
ARNT-TACC3 inh = disruptors of ARNT/TACC3 protein interaction, primary screen, biochemical, AlphaScreen, single concentration | Transforming acidic coiled-coil-containing protein 3 (Homo sapiens), Q9Y6A5 | AlphaScreen His-ARNT PAS-B/GST-TACC3 binding, luminescence; TACC3 fragment carries E629A point mutation | inhibition, % at 9.99 µM | 390,000 compounds, 0.66% hits | AID 623870, 2012;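 active = mean inhibition of replicates at least 50% and at least half of replicates each reaching 50%; inconclusive = half or more replicates reach 50% but mean below 50%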;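 note: 0% = complete ARNT plus TACC3 wells and 100% = ARNT alone without TACC3; many hits fall short of the cut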
PglD inh = C. jejuni PglD acetyltransferase inhibitors, primary screen, biochemical, DTNB colorimetric, single point; purified PglD enzyme, DTNB colorimetric CoA detection; inhibition, % at 12.5 µM; 360,000 compounds, 0.098% hits; in the data active = inhibition above about 16%, passing the limit was not always enough; inconclusive = no clear call, values can overlap the other calls; note: strong numbers were not always called active
CASP6 VEID inh = human caspase-6 inhibitors, primary screen, biochemical, VEID-R110 fluorescence, single point, set 2; purified caspase-6, Z-VEID-R110 cleavage fluorescence; inhibition, % at 12.5 µM; 350,000 compounds, 0.53% hits;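 active = mean inhibition across replicates at least about 35%, with every replicate also reaching that limit, limit read from the data; inconclusive = only one of the two criteria met; inactive = neither criterion met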;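 note: 0% = median of neutral control wells and 100% = no fluorescence left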
* hit, by the source's call; ? = inconclusive; nt = no result given.

# | Structure | esBAF inh | RAD52 inh | ERp5 inh | RAD54 branch | E-selectin induc | ARNT-TACC3 inh | PglD inh | CASP6 VEID inh
1 | CN(C)c1ccc(Cl)c(NC(N)=S)c1 | 6 | -20 | 5 | 9 | 4.4 | nt | -7 | 2
2 | COc1cccc(-c2nc(CS(=O)(=O)CC(=O)NC3CCCc4ccccc43)c(C)o2)c1 (centres undefined) | 2 | -29 | 0 | 7 | nt | -1 | 5 | -1
3 | C=CCOC(=O)N1CCC2CC1c1cc(-c3cccc(C)c3)ccc12 (centres undefined) | 0 | 1 | 6 | -9 | nt | -6 | 0 | -8
4 | O=C(C[C@@H]1C[C@H]2c3cc(NC(=O)c4cccnc4)ccc3O[C@H]2[C@@H](CO)O1)NCc1cc(F)ccc1F | 2 | -4 | 0 | 3 | 0.1 | 13 | 4 | 2
5 | Cc1noc(C)c1S(=O)(=O)Nc1ccc2c(c1)C(=O)N([C@@H](C)CO)C[C@@H](C)[C@@H](CN(C)S(=O)(=O)c1cn(C)cn1)O2 | 2 | 0 | -4 | 0 | 0.0 | nt | 0 | 0
6 | C[C@H](CO)N1C[C@H](C)[C@H](CN(C)Cc2ccncc2)Oc2ncc(C#CC3(O)CCCC3)cc2C1=O | -2 | -18 | 4 | -3 | ? | -4 | 0 | 3
7 | CC1(C)C(Cl)C(=O)C(C(=O)c2ccccc2)C(=O)C1Cl (centres undefined) | -2 | 11 | 13 | -3 | nt | 0 | 3 | 4
8 | Cc1cccc([N+](=O)[O-])c1NC(=O)COC(=O)C1CC2CCCC(C1)C2=O (centres undefined) | nt | -14 | -5 | nt | -0.4 | 0 | nt | 2
9 | CCCCN1C(=O)C(=O)N(CC(=O)Nc2cc(Cl)ccc2OC)C1=O | -6 | -4 | -2 | 12 | 0.4 | nt | 4 | -2
10 | CCOc1ccc(NC(=O)C2CC(=O)N(CCc3ccc(OC)c(OC)c3)C2)cc1OCC (centres undefined) | -3 | 0 | 0 | -11 | 0.2 | 6 | 3 | -1
11 | Cc1ccccc1NC(=O)Nc1nc(C(N)Cc2ccccc2)cs1 (centres undefined) | -5 | -11 | 3 | 9 | -0.2 | nt | 4 | 3
12 | CC(C)(C)C(=O)COc1ccccc1[N+](=O)[O-] | -3 | -2 | 5 | nt | 1.4 | -3 | nt | -5
13 | C/C(CC(=O)Nc1cccc(F)c1)=N\NC(=O)c1ccncc1 | -6 | -3 | -1 | 3 | nt | 14 | -5 | -3
14 | COc1cccc(CC(=O)NCCCSc2ccccc2)c1 | nt | -14 | 3 | 3 | -0.1 | -4 | 1 | -2
15 | Cc1csc(NC(=O)CSc2nsc(SCC(=O)Nc3nc(C)cs3)c2C#N)n1 | 7 | nt | nt | 2 | nt | 5 | -7 | nt
16 | COc1ccccc1OCCn1c(SCC(=O)O)nc2ccccc21 | -3 | -10 | 1 | 4 | -0.1 | -23 | 2 | 11
17 | Cc1ccc(C2C(C(=O)c3ccco3)=C(O)C(=O)N2c2nnc(C)s2)cc1 (centres undefined) | -2 | nt | nt | -7 | nt | -10 | 4 | nt
18 | CC(=O)c1ccc(NC(=O)C(C)Sc2n[nH]c(-c3cccnc3)n2)cc1 (centres undefined) | 3 | -17 | 1 | 11 | nt | -1 | 2 | 0
19 | Cc1ccc(CCN2C(Nc3ccccc3)=NC[C@@H]2C)cc1 | -6 | -2 | -4 | -4 | 0.2 | -7 | -3 | -2
20 | COC(=O)[C@@]1(C(C)C)N=C(c2cc(OC)c(OC)c(OC)c2)[C@]2(O1)C(=O)Nc1ccccc12 | nt | -15 | -3 | nt | 5.4 | nt | nt | 3
21 | CCCC#Cc1cnc2c(c1)C(=O)N([C@H](C)CO)C[C@H](C)[C@H](CN(C)C(=O)Nc1c(C)noc1C)O2 | 0 | 0 | 2 | 4 | 0.8 | -3 | 4 | 0
22 | O=C(C[C@H]1CC[C@H]2[C@@H](COC[C@H](O)CN2CC2CCCC2)O1)NCc1ccc(Cl)cc1 | nt | 0 | -2 | nt | 0.0 | nt | nt | 0
23 | Cc1ccc(C(=O)OCC(=O)Nc2c(C)nn(-c3ccccc3)c2C)c(O)c1 | 3 | -53 | -4 | -4 | nt | nt | 8 | -3
24 | Cc1nc2ccc(NC(=O)c3ccc(=O)[nH]c3)cc2s1 | -1 | -54 | -1 | -9 | 0.4 | -7 | 4 | -3
25 | COc1ccccc1C(=O)C1CCCN(C(=O)CN2CCCCC2=O)C1 (centres undefined) | nt | 1 | -2 | nt | 0.0 | -1 | nt | 1
26 | COc1ccc(C(C#N)N2N=C(C)CC2c2ccccc2)cc1OC (centres undefined) | 6 | -1 | 4 | -1 | 0.2 | 0 | 1 | -1
27 | C[C@@H]1CCCCO[C@@H](CN(C)S(=O)(=O)c2ccc(Cl)cc2)[C@@H](C)CN([C@H](C)CO)C(=O)c2cc(NS(=O)(=O)c3ccccc3)ccc2O1 | 3 | 4 | -3 | -16 | -0.3 | -1 | 0 | 0
28 | Cc1ccccc1S(=O)(=O)N1C[C@H](O)COC[C@@H]2O[C@H](CC(=O)N3CCCCC3)CC[C@H]21 | -3 | -7 | -6 | 1 | 0.0 | 4 | -3 | -4
29 | COc1ccc2c(Cl)c(-c3nnc(SCC(=O)c4ccccc4)n3C)sc2c1 | 2 | nt | nt | 6 | nt | 0 | -11 | nt
30 | OCCC1CN(C2CCN(c3ccccc3F)CC2)CCN1Cc1ccccc1 (centres undefined) | -4 | -8 | -1 | nt | nt | -2 | nt | 2
31 | CC(C)NC(=O)N(C)C[C@@H]1Oc2c(NC(=O)C3CC3)cccc2C(=O)N([C@@H](C)CO)C[C@@H]1C | -3 | 2 | 5 | 0 | -3.4 | -1 | 1 | -2
32 | CCCS(=O)(=O)N1CCN(c2ccccn2)CC1 | -5 | nt | nt | 4 | nt | 8 | 2 | nt
33 | C[C@@H]1CN([C@@H](C)CO)C(=O)c2cc(NC(=O)CCCCCC(=O)Nc3ccccc3N)ccc2O[C@@H]1CN(C)S(=O)(=O)c1ccccc1 | nt | -21 | 4 | nt | 1.4 | nt | nt | 0
34 | O=C(C[C@H]1C[C@H]2c3cc(NC(=O)Nc4ccccc4)ccc3O[C@H]2[C@@H](CO)O1)NCc1ccccc1 | -1 | 6 | 7 | -12 | 0.2 | 16 | 2 | -3
35 | CCOC(=O)N1CCN(C(=O)CSc2ccc(C(=O)OC)cc2[N+](=O)[O-])CC1 | -1 | -4 | -3 | 7 | 0.0 | 2 | 2 | 1
36 | O=C(c1ccco1)N1CCN(C(=O)c2cc(-c3ccccn3)nc3ccccc23)CC1 | 3 | nt | nt | 10 | nt | 5 | -2 | nt
37 | CCO[C@@H]1OC(C(=O)O)=C[C@H](c2ccc(Br)cc2)[C@H]1CCCO | 7 | -10 | -3 | -15 | -0.1 | 16 | 3 | -2
38 | COc1ccc(CN(C)C[C@@H]2Oc3ccc(NC(=O)Cn4cnnn4)cc3C(=O)N([C@@H](C)CO)C[C@@H]2C)cc1 | -5 | 2 | -3 | 6 | 0.6 | 13 | -1 | 1
39 | COc1cccc(Cn2cnc(-c3ccccc3OC)c2-c2cccs2)c1 | nt | -12 | 13 | nt | 4.9 | nt | nt | -1
40 | Cc1ccnc(NC(=O)CC(c2ccccc2)c2ccccc2)n1 | -6 | -10 | 4 | -8 | 1.9 | 12 | 3 | -1
41 | CCn1c(=O)c(C(=O)NCc2cccnc2)c(O)c2ccccc21 | -3 | nt | nt | 5 | 0.8 | -8 | -6 | nt
42 | CCC(=O)Nc1ccc(NC(=O)c2c(C)nc3ccccn23)cc1 | -3 | nt | nt | -1 | nt | 0 | -7 | nt
43 | CCCN1[C@@H]2c3ccc(-c4ccccc4)c(=O)n3C[C@@H]2[C@@H](CO)[C@@H]1C(=O)NCC(F)(F)F | 1 | -9 | -8 | -3 | 0.1 | 4 | -2 | 5
44 | CC(Oc1ccc2c3c(c(=O)oc2c1)CCCC3)C(=O)NCC1CCC(C(=O)O)CC1 (centres undefined) | -9 | 1 | 1 | 0 | 1.6 | 1 | 5 | 3
45 | O=C(COC(=O)Cc1ccccc1F)NC(=O)NC1CCCC1 | -12 | 1 | -8 | -1 | nt | -7 | -1 | -2
46 | CC(=O)NC(c1ccc(Cl)cc1)c1ccc2cccnc2c1O (centres undefined) | -58 | 1 | 1 | 5 | 0.1 | 27 | -1 | -4
47 | O=C1Nc2ccc([N+](=O)[O-])cc2OC1CCN1CCN(c2ccccc2)CC1 (centres undefined) | 2 | -4 | 3 | 8 | 0.6 | 34 | 1 | -2
48 | COc1ccc(/C=N/c2c(-c3ccco3)nc3ccccn23)cc1OC | -15 | nt | nt | -6 | nt | 15 | -5 | nt
49 | CCOC(=O)c1nc(NCCc2ccccc2)sc1C | nt | 1 | -6 | nt | nt | -10 | nt | 3
50 | CC(C)=CC1C=C(C)C(C)C2C(=O)NNC(=O)C12 (centres undefined) | 4 | nt | nt | 0 | nt | -6 | -3 | nt
51 | CCc1ccc(NC(=O)CS(=O)CC(=O)Nc2ccc(N3CCOCC3)cc2)cc1 (centres undefined) | 0 | 0 | -2 | 4 | 0.1 | -4 | 1 | 0
52 | C[C@@H]1CCCCO[C@@H](CN(C)S(C)(=O)=O)[C@H](C)CN([C@H](C)CO)C(=O)c2cc(NS(=O)(=O)c3ccccc3)ccc2O1 | -1 | 8 | 11 | -2 | -0.2 | -3 | -2 | 1
53 | COCCn1c(C)cc(C2=NNC(=NC(C)(C)C)SC2)c1C | 11 | 5 | -1 | 5 | nt | -4 | 7 | 0
54 | Cc1sc2ncnc(N3CCC(C(=O)Nc4nc(-c5cccs5)cs4)CC3)c2c1C | 28 | -15 | -1 | 0 | -0.7 | -2 | 1 | -2
55 | O=C(CCC1COc2ccccc2O1)Nc1ccc(Cl)cn1 (centres undefined) | 17 | nt | nt | -8 | nt | -1 | 5 | nt
56 | O=C(COC(=O)c1cnccn1)c1cccc([N+](=O)[O-])c1 | -2 | -7 | 0 | -9 | 5.9 | 24 | 3 | 0
57 | CC1(C(=O)Nc2ccc3c(c2)OCCO3)CN(S(C)(=O)=O)CC(=O)N1CC(F)(F)F (centres undefined) | nt | -6 | -2 | nt | 0.0 | nt | nt | -4
58 | COc1ccc(S(=O)(=O)c2nnn(-c3cccc(OC)c3)c2N)cc1 | nt | -10 | 6 | nt | 11 | -3 | nt | 0
59 | Cc1ccc(S(=O)(=O)Nc2ccc3c(c2)C(=O)N([C@H](C)CO)C[C@@H](C)[C@H](CN(C)S(=O)(=O)c2ccc(F)cc2)O3)cc1 | 2 | 10 | -1 | nt | 0.4 | nt | nt | -1
60 | COc1ccc2oc(=O)c(C(=O)NCc3ccccc3)cc2c1 | -5 | 1 | -2 | -4 | nt | -5 | 1 | -2

Quoted at random: 2 compounds from above, in no set order.
# | Structure | esBAF inh | RAD52 inh | ERp5 inh | RAD54 branch | E-selectin induc | ARNT-TACC3 inh | PglD inh | CASP6 VEID inh
50 | CC(C)=CC1C=C(C)C(C)C2C(=O)NNC(=O)C12 (centres undefined) | 4 | nt | nt | 0 | nt | -6 | -3 | nt
55 | O=C(CCC1COc2ccccc2O1)Nc1ccc(Cl)cn1 (centres undefined) | 17 | nt | nt | -8 | nt | -1 | 5 | nt
